OXTR potentiate: human OXTR potentiators, primary screen, fluorescence, CHO-OTR cells, Fluo-8 calcium | Oxytocin receptor (Homo sapiens), P30559 | Fluo-8 calcium fluorescence, potentiator mode; 0% = oxytocin EC15, 100% = EC100 | activation, % at 3 µM | 0.061% of 320,000 active | AID 2445, 2010;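 active means activation above that plate's cutoff, the mean activation of tested compounds plus 3 SD, cut at about 6.6% in these data, passing the limit was not always enough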;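 further: 100% uses oxytocin at 75 nM as the full agonist control; some results filed as inactive read as strong as hits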
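Replication – single well per compound, singlicate · Assay system – CHO cell line stably expressing human OTR · Timing – 6 min pre-incubation, 100 s read · Measure – normalized max/min fluorescence ratio, % activation · Doses – 3.0 µM, one dose · Detection – Fluo-8 calcium dye fluorescence · Probe or stimulus – oxytocin near EC15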
CHO-K1 Ca antag: counter-screen for M1 antagonists: effect in parental CHO-K1 cells; ATP-induced calcium, Fluo-8 fluorescence; inhibition, % at 3 µM; 0.6% of 360,000 active; AID 602250;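 active means inhibition above a per-plate cutoff, the plate's mean sample inhibition plus 3 SD, cut at about 24% in these data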;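 further: 0% = DMSO plus EC80 ATP and 100% = DMSO alone without ATP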
V1R ag counter: agonists of human V1a receptor, primary screen, counter-screen for OXTR agonist project, fluorescence, CHO-V1R cells | Fluo-8 calcium fluorescence, agonist mode; 0% DMSO, 100% 3 nM vasopressin | activation, % at 3 µM | Vasopressin V1a receptor (Homo sapiens), P37288 | 0.25% of 320,000 active;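 active means activation above the mean activation of all tested compounds plus 3 SD, per screening run, cut at about 20% in these data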;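 further: signal is peak over basal fluorescence ratio across a 100 second FLIPR read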
Target sequence (P37288 whole entry, looked up): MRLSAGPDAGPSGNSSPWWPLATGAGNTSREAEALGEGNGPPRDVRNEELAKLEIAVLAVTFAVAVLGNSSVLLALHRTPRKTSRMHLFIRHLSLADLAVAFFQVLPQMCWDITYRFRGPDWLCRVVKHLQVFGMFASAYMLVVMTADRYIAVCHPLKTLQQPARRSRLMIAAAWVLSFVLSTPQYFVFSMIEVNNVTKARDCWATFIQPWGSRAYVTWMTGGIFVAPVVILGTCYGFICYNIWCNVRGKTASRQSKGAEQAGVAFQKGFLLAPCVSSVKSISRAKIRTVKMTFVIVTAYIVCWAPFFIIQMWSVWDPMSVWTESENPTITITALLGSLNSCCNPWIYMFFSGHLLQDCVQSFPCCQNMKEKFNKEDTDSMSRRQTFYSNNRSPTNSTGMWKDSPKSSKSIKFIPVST
CHO-K1 Ca PAM: nonselective calcium activators in parental CHO-K1 cells, primary screen, counter-screen for M1 PAM project, cell-based, Fluo-8 calcium fluorescence, full deck, 1536-well; ATP EC20; 0% at ATP EC20, 100% at ATP max; activation, % at 3 µM; 0.02% of 360,000 active;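 active means activation above the run cutoff, the mean activation of all test compounds plus 3 SD, cut at about 40% in these data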;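 further: peak over basal fluorescence ratio in a 140 s read after ATP addition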
GPR7 antag: GPR7 receptor antagonists, primary screen, cell-based, fluorescence, single concentration | 1.1% of 290,000 active | GPR7-expressing cells, fluorescence antagonist assay | AID 1861, 2009 | inhibition, % at 4.4 µM | Neuropeptides B/W receptor type 1 (Homo sapiens), P48145; in the data active means inhibition above about 16%, passing the limit was not always enough;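 further: cells stimulated with the agonist NPW; 0% = agonist with vehicle and 100% = vehicle without agonist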
Target sequence (P48145 whole entry, looked up): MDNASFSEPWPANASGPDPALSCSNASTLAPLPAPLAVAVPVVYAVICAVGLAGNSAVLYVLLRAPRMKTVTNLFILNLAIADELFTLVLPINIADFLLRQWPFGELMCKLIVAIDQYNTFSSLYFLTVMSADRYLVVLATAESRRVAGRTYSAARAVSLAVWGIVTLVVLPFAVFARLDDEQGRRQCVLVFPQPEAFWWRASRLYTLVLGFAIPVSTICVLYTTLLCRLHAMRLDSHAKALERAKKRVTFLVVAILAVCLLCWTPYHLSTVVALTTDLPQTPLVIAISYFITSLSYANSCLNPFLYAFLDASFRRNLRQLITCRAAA
OXTR ag: human OXTR agonists, primary screen, fluorescence, CHO-OTR cells, Fluo-8 calcium; Oxytocin receptor (Homo sapiens), P30559; Fluo-8 calcium fluorescence; normalized: DMSO 0%, oxytocin 100%; activation, % at 3 µM; 0.32% of 320,000 active;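 active means activation above the mean of all tested compounds plus 3 SD, cutoff set per screening run, cut at about 20% in these data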;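 further: peak over basal fluorescence ratio from a 100 s FLIPR kinetic read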
CHO parental Ca: ATP-evoked calcium signal inhibitors, parental CHO, primary screen, counter-screen for OX1R antagonist project, cell-based, fluorescence, Fluo-8 calcium dye | 0.63% of 330,000 active | AID 463079, 2010 | parental CHO-K1, ATP-induced calcium, Fluo-8 fluorescence | inhibition, % at 5.6 µM;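 active means inhibition above that plate's mean sample inhibition plus 3 SD, cut at about 26% in these data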;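 further: 0% = ATP-challenged DMSO wells and 100% = DMSO wells without ATP; some compounds past the cut are filed as inactive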
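Assay system: parental CHO cells; Read-out basis: percent inhibition of ATP-evoked calcium rise, normalized to controls; Benchmarks: ATP and no-ATP DMSO wells; Compound dosing: single nominal dose of 5.6 µM per compound; Signal: Fluo-8 calcium dye fluorescence; Also added: ATP as calcium-mobilizing challenge; Repeats: singlicate.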
TAAR1 antagonist: human TAAR1 antagonists, primary screen, Fluo-8 calcium fluorescence, CHO RD-HGA16 cells. Trace amine-associated receptor 1 (Homo sapiens), Q96RJ0. inhibition, % at 3 µM. antagonist. 1.5% of 360,000 active;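 active means inhibition above a per-plate cutoff, the mean inhibition of test compounds on that plate plus 3 SD, cut at about 49% in these data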;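 further: 0% = DMSO plus EC80 beta-PEA response and 100% = DMSO alone without agonist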
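Test system – hTAAR1-expressing CHO RD-HGA16 cells, Gα16-coupled · Also added – β-PEA at EC80 concentration, post-compound challenge · Compound – 3 µM, single point · Incubation – dye loading 75 min at 37 °C, then 30 min room temperature · Measured by – Fluo-8 intracellular calcium dye fluorescence, real-time kinetic reads · Benchmarks – vehicle and agonist controls · Replicates – singlicate, one well per test compound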
CHO-K1 Ca ag: counter-screen for M1 agonists: effect in parental CHO-K1 cells | Fluo-8 calcium fluorescence; scaled to maximal ATP response, vehicle zero | activation, % at 3 µM | 0.48% of 360,000 active; in the data active means activation above about 15%;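 further: untransfected CHO-K1 host cells lacking M1 receptor as counterscreen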
Numbers without * were called inactive; . = no result given. No enrichment for hits. Share with any hit: about 3.5%.

SMILES	OXTR potentiate	CHO-K1 Ca antag	V1R ag counter	CHO-K1 Ca PAM	GPR7 antag	OXTR ag	CHO parental Ca	TAAR1 antagonist	CHO-K1 Ca ag
COc1ccc(NC(=O)C2CCN(C(=O)[C@@H]3Cc4ccccc4CN3C(=O)OC(C)(C)C)CC2)cc1	-3	-2	1.9	-4	-6	-0.4	-3	-8	0.5
CC(=O)CSc1ccc(-c2nc3cc(C)c(C)cc3[nH]2)cn1	4	-17	-0.3	10	-2	-2.0	-13	20	2.4
Cc1ccccc1Oc1ccc(-c2nc(N)nc(N)n2)cc1	-10	-7	1.8	7	-14	1.0	1	5	0.9
COc1ccc(OC)c(NC(=O)c2ccc(CN3CCOCC3)cc2)c1	0	2	0.3	13	3	0.1	-17	16	-0.3
N/C(=N\S(=O)(=O)c1ccccc1)c1ccc([N+](=O)[O-])cc1	-12	-8	2.3	13	-6	2.2	-11	9	1.1
COc1ccccc1C(=O)NCC(=O)N1CCN(c2ncccn2)CC1	-5	-17	-0.5	10	.	1.0	2	-4	2.7
COc1ccc(N2CCN(S(=O)(=O)c3cc(C)ccc3OC)CC2)cc1	-7	-4	1.8	3	3	0.1	-20	6	0.9
COc1ccc(Cc2nnc(NC(=O)Cc3cccs3)s2)cc1OC	-14	7	-0.9	-3	-12	-0.6	-18	57*	-0.2
Cc1ccc(NC(=O)C2CCCN2C(=O)c2cccs2)cc1C (stereo unspecified)	0	-10	0.1	13	.	-0.3	-5	-5	0.3
Cc1cccc(NC(=O)COC(=O)c2ccccc2-c2nc3ccccc3s2)c1C	-9	6	-1.2	3	-10	-1.7	-20	26	0.6
COc1ccc2c(c1)CCc1c(C(=O)NCc3ccco3)noc1-2	0	-34	1.9	27	1	0.7	-16	.	7.9
COc1ccc2nc(C)cc(SCC(=O)OC(C)C)c2c1	-13	-6	1.4	23	-3	-1.0	-23	-10	2.2
CCCCn1c(N)c(N(CCC(C)C)C(=O)c2cc(-c3ccco3)nc3ccccc23)c(=O)[nH]c1=O	-4	1	0.1	-3	-8	-0.9	-13	-16	-0.3
CCn1c(=N)n(CC(=O)OC)c2ccccc21	-6	-9	0.8	17	-3	6.2	-1	15	0.6
Cc1ccc(/C=N/NC(=O)CSc2nc3ccccc3n2Cc2ccccc2)o1	-3	0	-1.0	6	-4	-2.5	-25	5	0.6
C[C@@H]1CN([C@H](C)CO)C(=O)c2cc(NC(=O)Nc3ccc(F)cc3)ccc2O[C@H]1CN(C)C(=O)Nc1ccc(C(F)(F)F)cc1	1	-4	2.9	0	.	1.8	-8	.	0.2
CN(C)c1ccc(C(=O)OCC(=O)NCCC2=CCCCC2)cc1	-3	-5	-0.3	12	-5	-1.8	-10	-8	2.1
CN(C)CCCNC(=O)/C(=C\C=C\c1ccccc1)NC(=O)c1ccc([N+](=O)[O-])cc1	6	-10	14	24	-6	0.9	-13	-23	0.6
COC(=O)c1ccc2nc(-c3ccc(OC)c(OC)c3)c(Cc3cccc(F)c3)n2c1	.	-9	.	13	.	.	.	-1	3.0
CC1CCCCN1C(=O)c1ccc(CS(=O)(=O)Cc2ccccc2)cc1 (stereo unspecified)	-5	-8	5.3	14	-7	4.3	-11	-8	3.4
C/C(=N\Nc1ccccc1C)c1cccnc1	7	-10	-0.2	12	-13	-0.6	2	-10	0.9
Cc1ccc(CNc2ccc(Cl)cc2[N+](=O)[O-])cc1	-2	4	-1.0	13	-13	-2.0	-6	7	0.4
COc1cc(C(=O)OCC(=O)NC2CCS(=O)(=O)C2)c([N+](=O)[O-])cc1OC (stereo unspecified)	-8	-18	-1.0	3	-6	0.7	-4	8	0.4
Cc1nonc1NC(=O)OC1CCCCC1	-10	-7	-0.2	14	-6	-0.2	-1	3	-0.1
O=C(Cc1ccc(NC(=O)C2CCCN(C(=O)CCc3ccccc3)C2)cc1)Nc1cccc(C(=O)N2CCCCC2)c1 (stereo unspecified)	.	-2	.	7	.	.	.	10	0.1
CC1CC(C)CN(S(=O)(=O)c2ccc(NN)nc2)C1 (stereo unspecified)	2	-11	-1.2	11	-17	-0.2	-16	14	0.0
O=C(N/N=C/c1ccc(O)cc1)c1cc[n+](Cc2ccccc2)cc1	-6	-6	0.5	30	1	0.0	-11	-4	0.9
COc1ccc(-n2c(Cc3cc(=O)[nH]c(=O)[nH]3)nnc2SCC(=O)Nc2ccccc2)cc1	-3	19	-0.2	-10	-13	-0.2	-8	-2	-0.5
Cc1oc(C(C)(C)C)cc1C(=O)N1CCN(c2ncccc2C(F)(F)F)CC1	-3	-10	-0.3	14	0	-3.1	-22	-21	1.1
CCOc1cc(N2CCOCC2)c(OCC)cc1NC(=O)COC(=O)c1cc(C)cc(C)c1	-9	-8	0.1	1	-10	-1.9	-20	8	0.1
Cc1ccc(-c2nnc(N3CCN(C(=O)CN4CCOCC4)CC3)c3ccccc23)cc1	6	14	-0.6	-3	-11	-2.1	-7	-8	0.0
Cc1cccc(OCc2nc(-c3ccc(-n4cccc4)cc3)no2)c1	-2	-7	0.4	16	-7	0.5	0	-1	0.3
CC(=O)Nc1ccc(S(=O)(=O)Nc2ccccc2C(=O)N2CCCCC2)cc1	7	-14	0.9	11	-5	1.4	-1	-2	1.2
Cc1cccc2sc(NS(C)(=O)=O)nc12	-8	-3	1.2	4	4	-0.1	5	12	0.0
CC(C)c1ccc(CNc2nc3nc4c(c(=O)n3[nH]2)CCC4)cc1	0	-5	0.6	15	9	0.6	-10	-8	0.9
CCn1ncc(CN2CCC(Oc3ccc(C(=O)N4CCCC4)cc3)CC2)c1C	3	-9	-0.2	6	-3	1.6	-17	0	0.3
CC(=O)NCCn1c(SCC#N)nc2ccccc2c1=O	-5	-1	0.7	12	17	1.1	-6	-1	0.4
COc1cc(CNC(=O)Nc2nnc([C@@H]3C[C@H](O)[C@@H](CO)O3)s2)cc(OC)c1OC	.	-15	.	4	.	.	.	3	0.6
Cc1ccc(SCC(=O)Nc2ccc(N3CCOCC3)cc2)c(C)c1	-6	-12	0.2	11	-4	-0.8	-12	-10	1.0
Cc1ccc(NC(=O)c2ccc3ccccc3n2)nc1	-1	-19	-1.0	17	-4	-2.3	-19	-20	-0.2
CC1CC(C(F)(F)C(F)(F)F)n2nc(C(=O)O)cc2N1 (stereo unspecified)	-1	-7	1.2	15	-7	0.7	-6	8	0.1
CCOC(=O)N1CCc2c(sc(NC(=O)CN3CCOCC3)c2C(=O)Nc2ccccc2)C1	0	-12	-0.4	8	-6	-2.6	-5	26	3.2
CC(=O)Nc1cc(NC(=O)C2C3C=CC(C3)C2C(=O)O)ccc1Cl (stereo unspecified)	-6	-13	1.7	20	-15	1.0	-12	11	0.1
CC(SCc1ccccc1)C(=O)Nc1ccccc1Br (stereo unspecified)	-11	-14	-1.7	4	-10	-1.5	-38	11	0.1
C/C(=N\Nc1ccc(Cl)c(C(=O)O)c1)c1ccccn1	7	-9	0.4	-19	-13	2.2	-4	-12	-0.1
CC(/C=N\Nc1nnc2c(n1)[nH]c1c(C)cccc12)=C\c1ccco1	-3	-7	0.8	15	-11	-0.2	2	18	1.9
CC(O)(C#CCN1CCCCC1)c1ccccc1 (stereo unspecified)	-4	-2	0.4	-1	-8	-0.2	-4	-5	-0.2
CC(=O)NC(Cc1ccc(C)cc1)C(=O)NC1CCN(C(=O)c2cnccn2)CC1 (stereo unspecified)	-6	0	0.2	3	-14	0.2	-7	4	0.2
Cc1csc(NC(=O)C2CC(=O)N(c3ccc(C)c(C)c3)C2)n1 (stereo unspecified)	-10	-9	2.4	17	-2	1.9	3	5	0.6
Cc1ccc(CNC(=S)N2CCOCC2)cc1	-1	-5	1.0	-2	-11	-0.1	-10	16	-0.6
(listing goes on)
SMILES	OXTR potentiate	CHO-K1 Ca antag	V1R ag counter	CHO-K1 Ca PAM	GPR7 antag	OXTR ag	CHO parental Ca	TAAR1 antagonist	CHO-K1 Ca ag
Cc1csc(CNc2ncnc3ccc(-c4ccc5c(c4)OCO5)cc23)c1	-1	-21	-1.4	8	.	-2.1	-28	18	-0.6
O=C(C[C@@H]1C[C@H]2c3cc(NC(=O)C4CCC4)ccc3O[C@H]2[C@@H](CO)O1)NCc1ccc(-c2ccccc2)cc1	.	10	.	6	.	.	.	-19	-0.2
O=C(COC(=O)/C=C/c1cc(Br)ccc1F)Nc1ccc2[nH]c(=O)[nH]c2c1	-9	1	0.9	24	.	1.2	0	-11	2.7
Cc1ccc(C(=O)N2CCN(C(=O)C3CCCO3)CC2)cc1 (stereo unspecified)	-3	4	1.1	-15	.	0.1	-4	16	0.1
CCC(Sc1nc2cc(OC)c(OC)cc2c(=O)n1CCc1ccc(OC)c(OC)c1)C(=O)NCCOC (stereo unspecified)	-13	-3	-0.6	6	-13	-1.4	-10	48	4.3
O=C(C1CCCC1)N1CCN(S(=O)(=O)c2cccc(Cl)c2Cl)CC1	-6	7	2.8	-14	-3	-0.4	-13	-9	-0.1
COCc1cc(=O)[nH]c(SCC(=O)Nc2ccccc2)n1	-1	0	0.2	16	14	0.0	0	5	0.0
COc1ccc(C2C(=O)N(C3CCCCC3)CC(=O)N2Cc2ccco2)cc1 (stereo unspecified)	-7	-4	1.7	1	-8	2.1	-12	7	5.1
CCCOc1c(Br)cc(C(=O)OCC(=O)NC2CC2)cc1OC	-5	-4	2.8	10	.	0.3	-17	-5	1.7
CCN1CCN(CCNC(=O)c2ccc(CS(=O)(=O)c3ccccc3C)o2)CC1	-21	-6	0.2	2	-1	-0.4	-20	18	0.1
COc1ccc(Br)cc1C(C[N+](=O)[O-])c1c(N)n(C)c(=O)n(C)c1=O (stereo unspecified)	-7	14	-0.2	-5	4	-1.2	-16	-20	0.2
CC(OC(=O)Cn1[nH]c(=O)c2ccccc2c1=O)C(=O)c1ccccc1 (stereo unspecified)	1	24*	0.3	-30	-17	-0.3	-11	-20	0.5

Compound activity deposited in PubChem by The Scripps Research Institute Molecular Screening Center.
